cardiac RTF act: cardiac RTF calcium sensitivity activators, primary screen, biochemical, IANBD-TnC fluorescence, EC20 calcium; Troponin I, cardiac muscle (Homo sapiens) + Troponin T, cardiac muscle (Homo sapiens) + …; IANBD-labeled TnC RTF fluorescence at EC20 calcium; 0% EC20 calcium, 100% full calcium; activation, % at 7.2 µM; 340,000 compounds, 0.24% hits;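 active = activation above the mean over all tested compounds plus 3 SD, cut at about 30% in these data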;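 also: rise in fluorescence read as greater calcium sensitivity of cardiac thin filaments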
dFosB act: activators of delta FosB homodimer, primary screen, biochemical, fluorescence polarization, TAMRA-CDK5 oligo, single point; Protein FosB (Mus musculus), P13346; purified delta FosB; percent of positive-control signal above neutral wells; activation, % at 25 µM; 340,000 compounds, 0.99% hits;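 active = mean activation above about 17%, with every replicate also reaching it, limit read from the data, passing the limit was not always enough; inconclusive = only one of the two conditions met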;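 also: fluorescence polarization rise as delta FosB binds a TAMRA Cdk5 AP-1 oligo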
Target sequence (P13346 whole entry, looked up): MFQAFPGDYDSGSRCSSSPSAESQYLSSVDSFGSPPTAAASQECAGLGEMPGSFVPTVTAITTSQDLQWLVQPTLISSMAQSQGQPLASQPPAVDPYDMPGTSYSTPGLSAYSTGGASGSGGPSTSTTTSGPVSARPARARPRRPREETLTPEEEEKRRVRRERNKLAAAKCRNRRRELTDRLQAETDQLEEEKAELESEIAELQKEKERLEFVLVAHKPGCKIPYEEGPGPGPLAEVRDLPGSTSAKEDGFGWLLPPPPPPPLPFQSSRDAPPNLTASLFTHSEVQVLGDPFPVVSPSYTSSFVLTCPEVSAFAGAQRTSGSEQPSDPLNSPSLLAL
CAL PDZ FP-1: CAL PDZ peptide-binding inhibitors, primary screen, biochemical, fluorescence polarization, Cer-tagged CAL PDZ, HTS; Golgi-associated PDZ and coiled-coil motif-containing protein (Homo sapiens), Q9HD26; AID 504414, 2011; inhibition, % at 20 µM; purified CAL PDZ, TMR-peptide fluorescence polarization, 1 h; 330,000 compounds, 0.02% hits;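 active = highest replicate inhibition of at least 40%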;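 also: plate controls were DMSO neutral control wells for no effect and unlabeled competitor peptide control wells for full effect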
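Control set: unlabelled peptide and DMSO controls / Material: purified CerCALP PDZ construct / Timing: 1 h incubation at room temperature before polarization reading / Doses: 20 µM, one dose / Detection: fluorescence polarization (mP)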
Wnt bcat act: Wnt/beta-catenin pathway activators, primary screen, cell-based, plate reader, single point; AID 743398, 2014; Wnt/beta-catenin reporter cell assay, activator; activation, % at 9.35 µM; 300,000 compounds, 1.2% hits; in the data active = activation above about 30%, passing the limit was not always enough; inconclusive = no clear call, values can overlap the other calls;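 also: 0% = neutral control wells and 100% = positive control wells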
CDK5 inh: inhibitors of human CDK5/p35 kinase, primary screen, biochemical, single concentration. 330,000 compounds, 0.01% hits. Recombinant CDK5/p35, ADP-Glo luminescence, 60 min. inhibition, % at 10 µM. AID 488839, 2010. Cyclin-dependent kinase 5 (Homo sapiens) + Cyclin-dependent kinase 5 activator 1 (Homo …;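 active = highest replicate inhibition of at least 50% and at least 75% of replicates reaching 50%; inconclusive = only one of the two criteria met; inactive = both criteria failed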;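 also: plate controls were DMSO neutral control for no effect and GW8510 at 10 µM for full effect; many of its hits are not listed in these tables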
Rtt109 HAT inh: inhibitors of C. albicans Rtt109/Vps75 HAT, primary screen, biochemical, ThioGlo CoA-SH fluorescence, plate reader; purified Rtt109/Vps75, 4 h; 330,000 compounds, 0.16% hits; AID 540336, 2011; Histone acetyltransferase RTT109 (Candida albicans (strain SC5314 / ATCC MYA-2876)), …; inhibition, % at 34.9 µM;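 active = inhibition of at least 50% in every replicate; inconclusive = best replicate reaches 50% inhibition but some replicates fall short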
Target sequence (Q5AAJ8 whole entry, looked up): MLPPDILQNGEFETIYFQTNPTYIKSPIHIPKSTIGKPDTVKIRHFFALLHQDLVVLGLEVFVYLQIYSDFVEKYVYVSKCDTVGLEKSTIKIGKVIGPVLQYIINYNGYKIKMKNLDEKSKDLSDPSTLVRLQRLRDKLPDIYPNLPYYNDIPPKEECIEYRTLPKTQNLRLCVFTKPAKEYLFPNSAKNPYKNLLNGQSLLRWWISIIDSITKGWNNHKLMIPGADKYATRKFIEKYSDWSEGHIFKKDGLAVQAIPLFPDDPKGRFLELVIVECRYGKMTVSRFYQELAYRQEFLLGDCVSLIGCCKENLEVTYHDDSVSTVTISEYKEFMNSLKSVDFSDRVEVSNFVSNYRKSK
CAL PDZ FP-2: untagged CAL PDZ binding inhibitors, primary screen, biochemical, fluorescence polarization, HTS. Golgi-associated PDZ and coiled-coil motif-containing protein (Homo sapiens), Q9HD26. purified CAL PDZ, TMR-peptide fluorescence polarization, 1 h. AID 602252, 2012. inhibition, % at 24.9 µM. 300,000 compounds, 0.92% hits;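 active = mean inhibition of at least 30% with at least half of replicates also reaching 30%; inconclusive = no clear call, values can overlap the other calls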;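 also: 0% = DMSO neutral control and 100% = excess unlabeled competitor peptide PRC23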
V-ATPase pHluor: regulators of yeast V-ATPase proton pumping, primary screen, pHLuorin cytosolic pH fluorescence. S. cerevisiae. response, % at 10 µM. 350,000 compounds, 0.37% hits. AID 504577, 2011; in the data active = response mostly above about 7.3%, no sharp cut-off; inactive = mostly below about 5.4%; also: actives read high; inactives centre near 0; some compounds called inactive have numbers as strong as hits
MITF act: activators of MITF-driven TRPM1 promoter reporter, primary screen, cell-based, SK-MEL-5, luciferase, single point | AID 588334, 2011 | SK-MEL-5 TRPM1-promoter luciferase, 24 h; % of positive control, neutral wells = 0 | 300,000 compounds, 0.75% hits | activation, % at 12.5 µM;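 active = mean activation of at least 80% with every replicate also reaching 80%; inconclusive = mean reaches 80% but some replicate falls short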;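 also: 0% = neutral control wells and 100% = parthenolide positive control wells; values of inactives mirror those of a sister screen read the other way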
Tat export inh: E. coli Tat export inhibitors, primary screen, MC4100, TorA-mCherry reporter, fluorescence, single point. inhibition, % at 10 µM. 340,000 compounds, 0.036% hits;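 active = mean replicate inhibition at least 50% and at least half of replicates individually reaching 50%; inconclusive = only one of the two criteria met; inactive = neither criterion met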;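 also: exported cargo escapes ClpAP degradation while cytoplasmic cargo is degraded and loses fluorescence; 0% = median of neutral control wells and 100% = median of NaSCN control wells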
* hit, by the source's call; ? = inconclusive; · = not tested or not shown.

SMILES	MITF act	dFosB act	cardiac RTF act	CAL PDZ FP-2	Tat export inh	CAL PDZ FP-1	V-ATPase pHluor	CDK5 inh	Rtt109 HAT inh	Wnt bcat act
CCCn1c(C)cc(C)c(C#N)c1=O	6	7	-5	-4	-8	0.0	1	0.9	1	·
Cc1ccc(S(=O)(=O)N(C)Cc2ccccc2)cc1C(=O)N1CCCCC1	-6	-2	1	-2	1	-2.5	1	-1.2	31	-3
COc1ccc(CC(=O)NCC2CCCN(Cc3ccc(OC)cc3F)C2)cc1 (stereo not given)	-1	0	-2	3	4	-1.1	0	-0.7	-6	3
CCn1nnc(NC(=O)Cc2ccc(Cl)cc2)n1	3	7	6	102*	-4	-0.7	-1	-1.1	-5	0
Nc1ccc2oc(-c3cccc4ccccc34)nc2c1	-46	-3	14	-1	-3	-1.6	0	1.8	-22	·
Cc1nn(CC(=O)NCc2ccc(OC(C)C)cc2)c(=O)c2cc(-c3ccccc3)nn12	-3	-7	-4	-3	-8	-2.4	-5	0.2	-7	·
CCCCOc1ccc(C(=O)NCC(=O)NC2CCC(C)CC2)cc1 (stereo not given)	2	0	-8	-4	7	-1.6	2	-0.1	4	-3
O=C(NNC(=O)c1cccs1)c1ccc(Cl)c([N+](=O)[O-])c1	-11	1	-4	-2	0	-0.8	-3	-0.2	-7	2
CCn1c(SCC(=O)Nc2nccs2)nnc1-c1cccnc1	8	-4	-2	-5	-3	-0.8	0	2.2	-5	0
O=C(COc1ccccc1Br)Nc1ccc(S(=O)(=O)N2CCCC2)cc1	7	-1	-3	-22	3	-1.5	-3	-0.4	13	-1
Cc1ccc(S(=O)(=O)CCC(=O)OCc2nnc(-c3ccc([N+](=O)[O-])cc3)o2)cc1	0	-9	-1	-1	0	-1.5	5	-1.2	-4	-2
Cc1ccc(S(=O)(=O)N(Cc2cc3cc4c(cc3[nH]c2=O)OCCO4)CC2CCCO2)cc1 (stereo not given)	-12	-3	3	1	-1	-0.2	-1	1.5	1	10
CCC1(CC)C(=O)C(C)(C)C(=O)OC1c1cccs1 (stereo not given)	-12	0	0	9	-8	-0.2	0	0.1	-14	·
Cn1cnnc1SCC(=O)Nc1ccc(Cl)c(S(=O)(=O)N2CCOCC2)c1	-8	-2	6	·	-11	-0.8	-3	-2.5	5	-1
Cc1cccc(NC(=O)NC(C)CCc2ccccc2)c1 (stereo not given)	-1	-7	-4	0	-1	-1.8	1	1.8	·	-1
CC(C)(C)c1ccc(/C=C2\SC(=O)N(CCNC(=O)c3cccc(S(=O)(=O)N4CCOCC4)c3)C2=O)cc1	-16	-8	7	-3	-7	-0.1	2	3.4	-7	·
O=C(NC1CCSc2ccccc21)c1c(F)cccc1Cl (stereo not given)	-7	-3	5	0	21	-3.1	3	-1.4	-5	-3
COC(=O)c1c(C)[nH]c(O)c1C=Nc1ccc(C(C)C)cc1	25	3	11	-2	-6	0.2	0	5.1	1	20
Cn1cnc2c1c(=O)n(Cc1cccc(Br)c1)c(=O)n2C	·	7	0	-1	-2	-8.6	5	-4.9	-4	2
Cc1ccc(NC(=O)COc2nsnc2N2CCOCC2)cc1Cl	4	-8	0	1	7	-4.0	-1	0.4	-7	0

Next compounds follow:
SMILES	MITF act	dFosB act	cardiac RTF act	CAL PDZ FP-2	Tat export inh	CAL PDZ FP-1	V-ATPase pHluor	CDK5 inh	Rtt109 HAT inh	Wnt bcat act
CCOC(=O)C1=C(C)NC(SCC(=O)Nc2cc(C)on2)=C(C#N)C1c1cccs1 (stereo not given)	0	-17	-17	-5	0	-2.5	-4	0.2	-17	3
Cc1ccc(OCCCCNC2CCCC(C)C2C)c(C)c1 (stereo not given)	2	6	-3	2	4	-0.8	1	-5.4	13	·
CCN(CC(=O)Nc1c(F)cccc1F)C(=O)c1ccc(=O)n(C)n1	2	1	-3	-4	-1	-0.3	0	0.1	-1	2
Cc1cc([N+](=O)[O-])ccc1NC(=O)CCC(=O)N1CCCC1	-17	-5	3	-7	-1	-1.9	2	0.5	3	0
O=C(NCCCN1CCOCC1)C1Nc2ccc(OC(F)(F)F)cc2C2C=CCC12 (stereo not given)	-5	-3	0	1	-4	-0.1	2	0.5	17	-5
CCOC(=O)c1c(C)n(C)c2ccc(OCC(O)CN3C(=O)c4ccccc4S3(=O)=O)cc12 (stereo not given)	5	-1	-8	-5	-3	·	-2	3.2	-4	·
N#C/C(=C/c1ccc(Sc2nc3ccccc3[nH]2)o1)c1ccccc1F	-8	-8	5	-2	11	-3.0	-1	-0.7	6	·
CC(CCc1ccccc1)NC(=O)C1CCN(S(=O)(=O)N2CCCCC2)CC1 (stereo not given)	5	-5	3	-23	-2	-1.9	-4	0.2	·	-5
CC(C)(C)OC(=O)N/N=C\c1ccc([N+](=O)[O-])s1	-21	3	5	6	-6	0.6	-2	0.5	1	5
CCCc1nc(SCC(=O)Nc2ccccc2OC)c2c(=O)n(C)c(=O)n(C)c2n1	-1	-5	10	·	2	-2.3	1	0.7	-5	-3
c1ccc2c(c1)ncn2CCCOc1ccc2c(c1)CCC2	·	-11	-3	-11	16	0.6	0	-7.5	6	38*
O=C(NCCS(=O)(=O)NCC1CCCO1)c1ccccc1 (stereo not given)	-8	-4	7	-2	20	0.5	9	2.0	-4	-3
COc1ccc(-c2cccc(C(=O)NCC(=O)O)c2)cc1	4	3	8	-1	-2	-0.2	2	-2.7	4	0
CCOC(=O)c1c(C)[nH]c(C(=O)OCC(=O)N2CCCC2=O)c1C	14	-11	-12	-1	2	-2.7	3	1.7	-2	3
O=c1[nH]cnc2c1ncn2[C@@H]1C[C@@H](O)[C@H](CO)O1	-3	11	-3	-3	-13	0.5	1	1.8	11	1
O=c1[nH]ncc(N2CCN(Cc3ccccc3)CC2)c1Cl	-4	1	-2	-5	2	·	-2	2.9	-5	-10
Cc1csc(SC(C)C(=O)Nc2ccc(S(=O)(=O)N3CCCC3)cc2)n1 (stereo not given)	·	-4	-4	2	-4	-3.8	1	1.1	·	-3
CC(C)CC(C(=O)NC(C)(C)C)N(Cc1cccs1)C(=O)c1snc(C(N)=O)c1N (stereo not given)	9	-7	0	-8	-4	0.8	4	-0.6	1	-1
CCc1c(C)nc(Nc2nc(C)c3cc(OC)ccc3n2)[nH]c1=O	39	-43	5	-3	-8	-5.2	1	-0.8	·	·
CCOC(=O)C1CCN(Cc2ccc(OC)cc2OC)CC1	·	-5	0	0	-7	0.9	7	0.0	?	·

(list continues)
SMILES	MITF act	dFosB act	cardiac RTF act	CAL PDZ FP-2	Tat export inh	CAL PDZ FP-1	V-ATPase pHluor	CDK5 inh	Rtt109 HAT inh	Wnt bcat act
N#Cc1ccc(NC(=O)CSc2n[nH]c(=O)n2C2CC2)cc1	3	-2	0	0	-6	0.2	-2	-2.3	2	-2
CC(=O)NC1(c2ccccc2)CCN(C(=O)N2CCOCC2)CC1	·	4	-2	·	-4	0.5	-6	0.4	-3	-2
CC(C)(O)c1ccccc1CC[C@@H](SCC1(CC(=O)O)CC1)c1cccc(/C=C/c2ccc3ccc(Cl)cc3n2)c1	7	-1	6	-2	2	-0.7	0	-1.2	0	·
CCOC(=O)Nc1ccc2c(c1)Sc1ccccc1N2C(=O)CCN1CCOCC1	1	-3	0	·	-6	-0.4	-2	-1.0	9	·
Cc1cc(SCC(=O)c2cc(C)n(C)c2C)nc2ccccc12	-3	1	3	·	13	-0.1	-1	-0.2	9	0
CCNCCNC(=O)c1c(O)c2c([nH]c1=O)CCCC2	9	-9	10	2	-4	-1.9	1	2.3	0	-2
CCN(CC(=O)Nc1ccccc1C(F)(F)F)C(=O)COc1cccc2c1OC(C)(C)C2	-1	-3	-11	-4	1	-1.9	1	-0.7	9	-2
O=C(O)C(Cc1ccccc1)N1C(=O)CCC1=O (stereo not given)	-13	1	2	-2	0	-1.6	-4	-1.0	8	2
S=C(NCC1COc2ccccc2O1)Nc1ccccc1 (stereo not given)	8	-4	5	-4	-3	-1.9	-7	-1.0	5	1
CC(C)(C)OC(=O)C[C@H]1C/C=C\C[C@@H](CC(=O)N(CCO)Cc2ccccc2)C(=O)NCCOC1=O	-5	10	-9	-4	10	-0.5	1	1.9	-4	-5
O=c1c2cc3c(cc2[nH]c(=S)n1C1CCN(Cc2ccccc2)CC1)OCO3	0	-1	2	-2	0	-1.0	2	2.3	-11	-2
c1ccc2c(c1)CNC1(CCCCC1)C2	8	2	-1	-1	-2	-0.2	2	0.0	9	·
COc1ccc(-c2csc(N3C(=O)C4C5c6ccccc6C(c6ccccc65)[C@@H]4C3=O)n2)cc1 (stereo not given in full)	0	-3	-2	0	-3	-1.2	-2	0.4	-11	·
O=S(=O)(Nc1cccnc1)c1ccc(Br)c2ccccc12	-1	3	5	·	-3	1.0	7	-4.9	-21	0
CC1(C)CC(N2CCN(Cc3ccccc3)CC2)=CC(=[N+]2CCCCC2)C1	-65	-11	4	8	9	0.8	6	2.5	14	-5
CCOC(=O)[C@@H]1[C@H]2COc3cc(OC)ccc3[C@H]2N2C(=O)N(c3ccc(Br)cc3)C(=O)[C@]12C	7	-3	2	-2	-1	0.0	-1	-1.0	-1	-3
O=C(CCNC(=O)c1ccccc1Cl)Nc1nc(-c2ccc3ccccc3c2)cs1	6	-7	1	-4	5	-4.6	6	0.0	·	-5
O=S(=O)(NCc1ccccn1)C(F)(F)F	7	-6	4	-4	-2	0.7	5	-1.2	3	1
COc1cc(NC(=O)CSc2nnc3c(C)cc4c(C)ccc(C)c4n23)c(C(=O)O)cc1OC	6	1	0	5	-7	0.4	-3	-7.9	-4	-1
O=C1C2C3C=CC(C3)C2C(=O)N1Nc1ccc([N+](=O)[O-])cc1[N+](=O)[O-] (stereo not given)	·	0	3	-3	-5	-0.1	0	-2.9	-10	-5
CNS(=O)(=O)c1cccc(C(=O)OCc2cc(C(C)=O)ccc2OC)c1	-6	-4	0	-3	4	-1.0	1	0.8	-2	-1
O=[N+]([O-])c1ccc(CSC2=NCCS2)cc1	·	-3	4	-4	-6	-0.7	-2	0.7	-4	5

Screening data deposited in PubChem BioAssay by several laboratories.
